GAA glycogen: inhibitors or activators of human alpha-glucosidase glycogen cleavage; P10253; recombinant GAA, glycogen substrate, Amplex Red glucose oxidase fluorescence; Potency, µM (top dose mostly 76.4 µM), inactives show top-dose activity change, negative = inhibition, hits mostly inhibitors; actives 0.38% (n = 300,000); AID 2100;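 also: potency is read from the fitted curve at half-maximal effect; 0% = full enzyme reaction and -100% = no-enzyme basal signal; the screen sought inhibitors and activators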
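Natural-substrate format: glycogen cleavage by 4 nM human enzyme, glucose read by Amplex Red coupling (Ex 573, Em 610 nm). Normalized to enzyme and no-enzyme controls.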
LMNA splice mod: changes lamin A minigene splicing in HeLa cells; HeLa LMNA splicing GFP/RFP minigene ratio, 48 h; Potency, µM (doses to about 46.1 µM), for the others: at the top dose ratio change, negative = inhibition, most hits filed as inhibitors; actives 0.01% (n = 200,000); AID 1487; active = well fitted inhibition curve with a large enough effect in the signal ratio, with a control signal flat, not every such curve was filed as active; inconclusive = small, poorly fitted or top-dose-only effect, or effect the other way, or a change in a side signal; the % refers to the signal ratio; also: potency is read from the fitted curve at half-maximal effect; % is scaled to controls: 0 for no effect and ±100 for the full control effect
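S3 HeLa cells stably expressing lamin A-EGFP splicing minigene plus DsRed2, 600 cells/well, 48 h compound exposure at 37C. Laser-scanning cytometry; analysed as GFP (500-530 nm)/RFP (575-640 nm) total intensity ratio; 0.5% DMSO vehicle.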
GAA inh: inhibitors of human lysosomal alpha-glucosidase | Potency, µM (series often up to 76.9 µM), for the others: at the top dose activity change, negative = inhibition, most hits filed as inhibitors | P10253 | actives 0.005% (n = 200,000) | purified human GAA, 4-MU-alpha-glucoside fluorescence;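 also: potency is read from the fitted curve at half-maximal effect; plate controls were uninhibited enzyme wells for no effect and no-enzyme background for full effect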
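Compounds are titrated up to 77 uM against 4 nM human enzyme. Substrate 4-methylumbelliferyl-alpha-D-pyranoside (400 uM) reacts 20 min at room temperature in pH 5.0 buffer; liberated 4-methylumbelliferone is read at 440 nm.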
HttQ103 aggreg: inhibitors of mutant huntingtin aggregate formation in PC12 cells | PC12 HttQ103-GFP aggregates, Acumen cytometry, 40 h | Potency, µM (series often up to 46.1 µM), without a hit: at the highest dose activity change, negative = inhibition, hits mostly inhibitors | actives 1.1% (n = 220,000) | AID 1688; also: potency is read from the fitted curve at half-maximal effect; % is scaled to controls: 0 for no effect and ±100 for the full control effect; nearly all actives have a fitted effect of over 60% in size
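Huntingtin Q103 exon 1–GFP aggregates in induced PC12 cells (100 nM tebufenozide) were quantified by cytometry from lysates, with compounds dosed in titration.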
GAA spleen mod: inhibitors or activators of human alpha-glucosidase in spleen homogenate; P10253; Potency, µM (series often up to 79.9 µM), inactives show at the top dose activity change, negative = inhibition, hits mostly inhibitors; human spleen homogenate, 4-MU-alpha-glucoside fluorescence; AID 2112; actives 0.006% (n = 240,000);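 also: potency is read from the fitted curve at half-maximal effect; 0% = enzyme with vehicle and -100% = no enzyme basal signal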
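Human spleen homogenate (1 ug) incubated with compounds and 1 mM 4-methylumbelliferyl-alpha-D-glucopyranoside in pH 5.0 citrate/phosphate buffer, 37 C, 40 min. Stopped at pH 10; 4-MU fluorescence (Ex 365/Em 440 nm); AC50 by Hill fit.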
HTT ATP protect: cytoprotection in Huntington HTT-Q103 PC12 cell model | PC12 HTT-Q103 induced, cytoprotection, ATP luminescence, 40 h | Potency, µM (series often up to 56.4 µM), for inactives: cytoprotection (ATP increase), actives largely listed as activators | actives 0.14% (n = 230,000) | AID 1471;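 also: potency is read from the fitted curve at half-maximal effect; % of control where 0% means no effect; nearly all actives have a fitted effect of over 45% in size; toxic huntingtin expression switched on by the ecdysone agonist tebufenozide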
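PC12 cells stably carrying ecdysone-inducible Htt exon 1 (Q103)–GFP were induced with 100 nM tebufenozide (final) alongside library compounds in a dose series. Cytoprotection was scored as retained ATP by ATPlite luminescence.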
CBFb-RUNX1 inh: CBF-beta/RUNX1 interaction disruption; 230,000 tested, under 10 active; Q01196+Q13951; AlphaScreen CBFb-His/RUNX1-biotin binding, biochemical; Potency, µM (top dose mostly 59.8 µM), for inactives: at the highest dose activity, negative = inhibition, most hits filed as inhibitors; also: % of control where 0% means no effect
Target sequence (Q01196 whole entry, looked up): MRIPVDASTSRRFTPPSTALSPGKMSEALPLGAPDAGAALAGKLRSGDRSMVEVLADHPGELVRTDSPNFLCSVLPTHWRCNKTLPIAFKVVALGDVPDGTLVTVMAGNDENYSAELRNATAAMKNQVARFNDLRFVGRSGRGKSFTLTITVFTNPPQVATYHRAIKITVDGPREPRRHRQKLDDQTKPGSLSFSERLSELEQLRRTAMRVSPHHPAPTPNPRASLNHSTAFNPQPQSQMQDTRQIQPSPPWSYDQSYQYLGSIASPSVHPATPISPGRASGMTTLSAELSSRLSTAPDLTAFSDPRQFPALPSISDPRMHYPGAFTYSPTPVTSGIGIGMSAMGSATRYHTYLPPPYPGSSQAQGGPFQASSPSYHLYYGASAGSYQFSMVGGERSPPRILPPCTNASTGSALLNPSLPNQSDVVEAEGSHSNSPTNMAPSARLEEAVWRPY
Target sequence (Q13951 whole entry, looked up): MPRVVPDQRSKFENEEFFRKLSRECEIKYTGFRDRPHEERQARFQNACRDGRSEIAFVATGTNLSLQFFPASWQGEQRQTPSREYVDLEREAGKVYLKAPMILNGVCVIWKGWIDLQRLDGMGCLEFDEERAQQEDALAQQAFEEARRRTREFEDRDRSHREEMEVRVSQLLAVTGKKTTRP
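Read-out: AlphaScreen. Format: His-CBF-beta with biotinylated RUNX1 (30 nM each) preincubated 20 min, compound 15 min, Ni-chelate plus streptavidin beads 90 min; room temperature throughout.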
* = called active by the depositor; ? = inconclusive; / = not tested or not shown; & = joins results of further samples; [ ] = another dose, or the depositor's remark. Unless noted, calls follow the shape of the dose curve; as a rule, active = well fitted curve in the direction sought with a large enough effect; inconclusive = small, poorly fitted or top-dose-only effect, or another doubt; inactive = no such curve, though single readings can be large; an effect the other way counts as inactive or inconclusive.

1) Cc1ccc(N2C(=O)C3Sc4[nH]c(=O)sc4C(c4ccccc4)C3C2=O)cc1 (stereo not drawn)
2) c1ccc2c(c1)CSc1sccc1C2=C1CCNCC1
3) COCCCNC(=S)N1CCN(Cc2ccc3c(c2)OCO3)CC1
4) O=C(NC1CCCCC1)C(c1cccnc1)N(C(=O)CCl)c1ccccc1Cl (stereo not drawn)
5) O=c1ccn(-c2cccc(C(F)(F)F)c2)nc1-c1ccn(-c2ccccc2)n1
6) COc1ccc(C(=O)Nc2nc3ccccc3[nH]2)cc1S(=O)(=O)N1CCOCC1
7) CN(C)CC/C=C1\c2ccccc2COc2ccccc21
8) O=C(COC(=O)CNC(=O)c1ccccc1)NCCc1ccccc1

Assay by compound | 1 | 2 | 3 | 4 | 5 | 6 | 7 | 8
GAA glycogen | 31µM* | 2% | 1% | 1% | 3% | 8% | 6% | -6%
LMNA splice mod | 2%[0.0737 µM] | ? | 10%[46 µM] | ? | -9% | ? | ? | /
GAA inh | 4% | -5% | 10% | -3% | -5% | 7% | -1%[15.4 µM] | -1%
HttQ103 aggreg | 2% | ? | 12%[9.22 µM] | ? | 0% | 6% | -12%&-13% | -5%
GAA spleen mod | 1% | 0% | -1% | 1% | -3% | -2% | -7% | /
HTT ATP protect | 3% | -92%[inhibitor][10 µM] | 15%[10 µM] | -5%[10 µM] | -9%[10 µM] | 0% | ? | -37%[inhibitor]
CBFb-RUNX1 inh | -2% | -1% | 4% | 4% | 12% | 0% | 23% | -14%

9) O=C(N/N=C/C=C/c1ccccc1[N+](=O)[O-])c1cc(-c2ccccc2)n[nH]1
10) Cc1ccc(-c2nc(N)sc2-c2ccc(C)cc2)cc1
11) O=C(NCC1CCCO1)c1ccc(CS(=O)(=O)Cc2ccc(F)cc2)o1 (stereo not drawn)
12) Fc1ccc(-c2c[nH]c(=S)n2Cc2ccccc2)cc1
13) O=C(Nc1c2c(nn1-c1ccc(F)cc1)CSC2)c1ccc(S(=O)(=O)N2CCOCC2)cc1
14) Cc1noc(C)c1CSCC(=O)OCC(=O)Nc1sccc1C#N
15) FC(F)(F)c1ccc2c(c1)N1CCCC1CN2 (stereo not drawn)
16) COc1ccccc1OCC#CCn1ccnc1

Assay by compound | 9 | 10 | 11 | 12 | 13 | 14 | 15 | 16
GAA glycogen | -9% | -1% | 3% | -20% | -6% | -2% | ? | 24%
LMNA splice mod | ? | ? | 1% | 3%[46 µM] | -5% | 5% | / | -2%[46 µM]
GAA inh | 1% | -15% | 7% | 1% | ? | -12% | -7% | -5%
HttQ103 aggreg | -2% | -3% | -18% | -6% | -7% | 3% | -1% | 2%[9.22 µM]
GAA spleen mod | -7% | -9% | -3% | 0% | 2% | -2% | 0% | 1%
HTT ATP protect | / | 26%[10 µM] | -1% | 8%[10 µM] | 1%[0.074 µM] | -7%[10 µM] | -23% | -23%
CBFb-RUNX1 inh | -18% | -6% | -1% | -7% | 3% | 2% | -13% | 2%

17) Cc1nn(C)c(Oc2cccc(Cl)c2)c1C(=O)Nc1ccc(F)cc1F
18) Cc1nc(SCc2ccccc2)c2oc3ccccc3c2n1
19) C#Cc1ccc(C(=O)Nc2cc(C(N)=O)ccc2N2CCOCC2)cc1
20) COC(=O)C1=C(C)N(Cc2ccccc2)C(=O)N[C@H]1c1cccs1
21) COC(=O)c1cnn(-c2ccccc2)c1-n1cccc1C=O
22) Cc1ccc(-n2nnnc2SCC(=O)NC2CCCc3ccccc32)c(C)c1 (stereo not drawn)
23) CCCCn1c(-c2ccsc2)nc2c1c(=O)[nH]c(=O)n2CCC
24) CCOc1ccc(S(=O)(=O)Nc2cc(OC)ccc2OC)cc1

Assay by compound | 17 | 18 | 19 | 20 | 21 | 22 | 23 | 24
GAA glycogen | -4% | 11% | -5% | 0% | -18% | -2% | -6% | 5%
LMNA splice mod | 8%[0.0737 µM] | / | ? | -2%[9.22 µM] | -5%[46 µM] | ? | -10% | ?
GAA inh | -2% | / | 6% | / | ? | -11% | -6% | ?
HttQ103 aggreg | 1% | 0%[9.22 µM] | 14% | 22%[9.22 µM] | -1% | ? | 16% | ?
GAA spleen mod | -1% | -19% | 4% | 4%[17.4 µM] | 1% | -1% | -2% | 3%
HTT ATP protect | -21% | 8%[10 µM] | -21% | 1%&11%[10 µM] | 3% | -4%[10 µM] | -8% | -148%[inhibitor][0.074 µM]
CBFb-RUNX1 inh | 0% | 5% | 0% | -2%[13.1 µM] | 5% | -8% | 4% | 4%

In the list so far, these have two or more sulfur atoms.
1) Cc1ccc(N2C(=O)C3Sc4[nH]c(=O)sc4C(c4ccccc4)C3C2=O)cc1 (stereo not drawn)
2) c1ccc2c(c1)CSc1sccc1C2=C1CCNCC1
13) O=C(Nc1c2c(nn1-c1ccc(F)cc1)CSC2)c1ccc(S(=O)(=O)N2CCOCC2)cc1
14) Cc1noc(C)c1CSCC(=O)OCC(=O)Nc1sccc1C#N

Assay by compound | 1 | 2 | 13 | 14
GAA glycogen | 31µM* | 2% | -6% | -2%
LMNA splice mod | 2%[0.0737 µM] | ? | -5% | 5%
GAA inh | 4% | -5% | ? | -12%
HttQ103 aggreg | 2% | ? | -7% | 3%
GAA spleen mod | 1% | 0% | 2% | -2%
HTT ATP protect | 3% | -92%[inhibitor][10 µM] | 1%[0.074 µM] | -7%[10 µM]
CBFb-RUNX1 inh | -2% | -1% | 3% | 2%

Back to the main list; the 2 compounds before the break are reprinted first.
23) CCCCn1c(-c2ccsc2)nc2c1c(=O)[nH]c(=O)n2CCC
24) CCOc1ccc(S(=O)(=O)Nc2cc(OC)ccc2OC)cc1
25) Cc1c(Cl)cccc1NC(=O)Cn1cc(C(F)(F)F)cc(Cl)c1=O
26) CCOc1ccc(N(CC(=O)NCc2ccccc2)S(=O)(=O)c2c(C)noc2C)cc1
27) CC[C@H](C(=O)[C@H](C)[C@H](O)[C@H](C)CCc1ccc(C)c(O)c1C(=O)O)[C@H]1O[C@](CC)([C@@H]2CC[C@@](O)(CC)[C@H](C)O2)C[C@H]1C
28) O=C(CN1C(=O)/C(=C/c2cccc(Br)c2)SC1=S)NC1=NCCS1
29) O=C(Nc1ccccc1-c1nnc(SCc2ccc(Cl)cc2)o1)c1ccccc1
30) CCC(=O)Nc1c2c(nc3c1CCC3)CCCC2
31) CCC(CC)C(=O)NCCc1cc2ccc(C)cc2[nH]c1=O
32) O=C(NO)c1ccccc1

Assay by compound | 23 | 24 | 25 | 26 | 27 | 28 | 29 | 30 | 31 | 32
GAA glycogen | -6% | 5% | -8% | -11% | / | 24% | -2% | ? | -6% | /
LMNA splice mod | -10% | ? | / | -3% | ? | ? | -1% | 1% | -4% | /
GAA inh | -6% | ? | -4% | -10%[15.4 µM] | / | -9% | ? | -3% | 3% | /
HttQ103 aggreg | 16% | ? | ? | -17% | / | 13% | -2% | 4% | -8% | /
GAA spleen mod | -2% | 3% | -1% | 2% | 1%[29.1 µM] | 7% | 1% | -3% | 3% | 4%
HTT ATP protect | -8% | -148%[inhibitor][0.074 µM] | 7% | -14% | -270%[inhibitor][17.1 µM] | 19% | -15%[10 µM] | -18% | 11% | -1%
CBFb-RUNX1 inh | 4% | 4% | -3% | 2% | 11%[21.7 µM] | -10% | 15% | 0% | 2% | 4%[21.7 µM]

33) COc1cc(/C=N/NC(=O)C[n+]2ccccc2)cc(OC)c1OC
34) COc1ccc(C2C(C(=O)Nc3ccc4c(c3)OCCO4)c3ccccc3C(=O)N2C)cc1 (stereo not drawn)
35) Cc1ccc(-c2noc(CN(C(=O)CCN3C(=O)c4ccccc4C3=O)C(C)C)n2)cc1
36) CCOC(=O)c1c[nH]c2c(Cl)c(Cl)ccc2c1=O
37) CCOC(=O)N1CCN(c2cc(=O)n(-c3cccc(C)c3)c(=O)[nH]2)CC1
38) CN(C)S(=O)(=O)c1ccc(S(=O)(=O)N(Cc2ccco2)Cc2ccccc2Cl)cc1
39) COc1ccc(/C=N/OCC(=O)N=Nc2c(O)[nH]c3ccc(Br)cc23)cc1OC
40) COC(=O)c1ccccc1NC(=S)NC(=O)CC(C)C

Assay by compound | 33 | 34 | 35 | 36 | 37 | 38 | 39 | 40
GAA glycogen | 2% | 5% | 3% | -16% | -13% | -4% | 6% | -1%
LMNA splice mod | 10% | 1% | 10% | 5% | 17%[9.22 µM] | 11% | ? | 6%
GAA inh | -5% | 1% | -4% | -8% | ? | ? | 0% | 5%
HttQ103 aggreg | -11% | 0% | -13% | 12% | ? | -27% | -24% | 1%
GAA spleen mod | -13% | -4% | -9% | 6% | -3% | -12% | 1% | -12%
HTT ATP protect | -7%[10 µM] | -34% | 0%[0.074 µM] | 2% | -23% | 14%[10 µM] | / | -13%
CBFb-RUNX1 inh | 2% | 7% | 7% | 6% | -1% | 11% | -2% | -2%

41) COC(=O)c1cc2ccccc2c(-c2c(O)ccc3ccccc23)c1O
42) CC(=O)c1c(C)[nH]c(C(=O)OCC(=O)N2CC(=O)Nc3ccccc32)c1C
43) Cc1cc(N)n2nc(C)c(-c3ccc(Cl)cc3)c2n1
44) CCc1c(C)nc2ncnn2c1N1CCCC(C(=O)NCc2ccco2)C1 (stereo not drawn)
45) CN(C)CCCOc1ccc(Cl)cc1Br
46) Cc1cc(=O)oc2c3c(ccc12)OC/C3=N/N
47) Cc1sc2ncnc(OCC(=O)NCc3cccs3)c2c1C
48) O=[N+]([O-])c1cccnc1Oc1ccccc1F
49) CC(C)CCNC(=O)CO/N=C/c1ccccc1OC(F)F
50) COc1ccc(CC(NC(C)=O)C(=O)NC2CCN(C(=O)Nc3ccccc3Cl)CC2)cc1OC (stereo not drawn)

Assay by compound | 41 | 42 | 43 | 44 | 45 | 46 | 47 | 48 | 49 | 50
GAA glycogen | -7% | 7% | -6% | 4% | -1% | -1% | -10% | 4% | 16% | 4%
LMNA splice mod | -22% | ? | / | -17% | -6%[0.0737 µM] | / | 0% | / | -9% | 3%
GAA inh | -3% | 1% | -6% | -9% | -7% | / | -1% | / | 3% | 4%
HttQ103 aggreg | -6% | 17% | 10%[9.22 µM] | 12% | -6% | -3%[9.22 µM] | 3% | -9%[9.22 µM] | -3% | 3%[9.22 µM]
GAA spleen mod | -1% | -16% | -3% | 9% | -10% | 6% | -2% | 0% | 5% | -1%
HTT ATP protect | -7%[10 µM] | 18%[10 µM] | -16%[10 µM] | -11%[10 µM] | -15% | 8%[10 µM] | 15%[10 µM] | 8%[10 µM] | 22%[10 µM] | ?
CBFb-RUNX1 inh | -10% | 8% | 4% | 4% | 1% | 8% | -2% | 1% | -3% | -3%

From PubChem BioAssay
